Screening data (PubChem BioAssay)
mcGAS lum – mouse cGAS inhibition by luminescence. Q8C6L5. recombinant cGAS, Kinase-Glo ATP depletion luminescence. inhibition, % at 12.5 µM. 160,000 compounds, 0.15% hits;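 note: 0% = negative control wells and 100% = reference inhibitor with no enzyme activity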
NPYLR7 ag – activates Aedes aegypti NPYLR7 receptor; activation, % at 10 µM; 270,000 compounds, 0.15% hits; HEK293T NPYLR7/Galpha15, GCaMP6s calcium fluorescence; in the data active = activation above about 40%;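 note: 0% = vehicle and 100% = reference agonist at the receptor; some compounds past the cut are filed as inactive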
hcGAS inh – blocks human cGAS activity; Q8N884; recombinant h-cGAS, ATP depletion, Kinase-Glo luminescence; inhibition, % at 12.5 µM; 290,000 compounds, 0.081% hits;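 note: 0% = vehicle reaction and 100% = reaction without DNA for no activity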
Target sequence (Q8N884 whole entry, looked up): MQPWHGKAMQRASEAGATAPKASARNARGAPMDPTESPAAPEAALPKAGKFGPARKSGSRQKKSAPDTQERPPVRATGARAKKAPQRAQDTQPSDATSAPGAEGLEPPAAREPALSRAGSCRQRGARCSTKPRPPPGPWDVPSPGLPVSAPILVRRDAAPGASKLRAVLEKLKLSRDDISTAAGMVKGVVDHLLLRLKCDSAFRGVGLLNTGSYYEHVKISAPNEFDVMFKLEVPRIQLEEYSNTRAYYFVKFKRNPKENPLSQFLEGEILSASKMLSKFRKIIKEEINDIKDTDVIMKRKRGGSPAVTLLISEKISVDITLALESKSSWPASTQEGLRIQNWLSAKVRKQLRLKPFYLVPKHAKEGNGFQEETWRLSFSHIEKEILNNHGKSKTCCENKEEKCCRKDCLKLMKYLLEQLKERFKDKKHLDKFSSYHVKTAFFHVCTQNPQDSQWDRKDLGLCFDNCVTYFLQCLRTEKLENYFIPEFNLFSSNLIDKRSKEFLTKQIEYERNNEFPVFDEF
The depositor's hits bear a star; nt = no result given; & = joins results of further samples. Cut-off read from the data, not from the text of the source, unless noted: active = inhibition above about 40%; inactive = the rest.

SMILES	mcGAS lum	NPYLR7 ag	hcGAS inh
CC(C)c1ccc(C(=O)NCc2ccccc2CS(=O)(=O)N2CCOCC2)cc1	nt	-3.7	6.0
CCOC(=O)Cn1c2ccccc2n2nc(C)c(=O)nc12	nt	17.1	-8.1
CC1(C)CC2(C)N(CC(=O)N2Nc2ccc(-c3cccs3)nn2)C(=S)N1 (centres undefined)	nt	-4.1	1.1
CCCn1c(=O)c2c(nc3n2C(C)C(C)=NN3CC(=O)OC)n(C)c1=O (centres undefined)	-8.4	9.3	-6.2
Fc1ccc(Cc2nc(CN3CCCCCCC3)cs2)c(Cl)c1	-6.1	0.1	-6.0
COc1ccc(-c2nccc3[nH]nc(-c4cccc(F)c4)c23)cc1	-3.4	3.8	-4.9
CN(Cc1ncc[nH]1)C(=O)C1=NNC(=O)CC1	nt	8.7	-6.8
COc1ccc(OC)c(C2CC(c3ccc(C)cc3)=NN2C(=O)CN2CCN(Cc3ccccc3)CC2)c1 (centres undefined)	-5.1	1.2	-4.8
CN1CCN(C2=Nc3ccccc3Oc3ccc(Cl)cc32)CC1	-5.0&-4.6	2.3&-15.6&9.7&-3.2&1.4	-3.3&-2.6&-3.4&2.7&0.6
CCCCCC(=O)N1CC(=O)N2CCc3cc(OC)c(OC)cc3C2C1 (centres undefined)	-4.4	16.2	-8.0
CC(C)NC(=O)NCCc1ccc(NC(=O)C23CC[C@@](C)(C(=O)O2)C3(C)C)cc1	-2.3	-4.9	-10.3
CCc1cc(N(C)Cc2n[nH]c3c2CCC3)nc(N2CCOCC2)n1	-13.2	23.5	-3.5
Cc1cc(C)c(S(=O)(=O)NC2CCCCC2C)c(C)c1Br (centres undefined)	nt	5.6	-6.8
CCn1c(SCC(=O)Nc2cccc(Cl)c2)nc2c(-c3ccccc3)c[nH]c2c1=O	-8.9	-0.4	-8.5
CCCn1cc(C(=O)NCCCOC)c2nn(-c3ccccc3)c(=O)c-2c1	-0.7	-1.9	1.3
CCOCCCN(CC(=O)N(Cc1ccc(F)cc1)Cc1ccco1)S(=O)(=O)c1cccc(C(F)(F)F)c1	-1.0	-7.6	-4.9
CC(C)CN(Cc1cccc(OS(=O)(=O)c2ccc(F)cc2)c1)C(=O)/C=C/c1ccccc1	-5.8	17.4	-5.8
Cn1ccnc1C(Nc1ncnc2c1cnn2-c1ccc(F)cc1)c1ccccc1 (centres undefined)	nt	21.7	-12.5
O=C(CN1CCN(C(=O)Nc2ccc(F)cc2)CC1)N1CCCC1	nt	13.9	-7.7
CNC(=O)CN(C(=O)COc1cccc(F)c1)c1ccccc1C(=O)NC	-12.3	4.5	-5.2

Brought forward from above: 7 compounds, then new ones.
SMILES	mcGAS lum	NPYLR7 ag	hcGAS inh
CCn1c(SCC(=O)Nc2cccc(Cl)c2)nc2c(-c3ccccc3)c[nH]c2c1=O	-8.9	-0.4	-8.5
CCCn1cc(C(=O)NCCCOC)c2nn(-c3ccccc3)c(=O)c-2c1	-0.7	-1.9	1.3
CCOCCCN(CC(=O)N(Cc1ccc(F)cc1)Cc1ccco1)S(=O)(=O)c1cccc(C(F)(F)F)c1	-1.0	-7.6	-4.9
CC(C)CN(Cc1cccc(OS(=O)(=O)c2ccc(F)cc2)c1)C(=O)/C=C/c1ccccc1	-5.8	17.4	-5.8
Cn1ccnc1C(Nc1ncnc2c1cnn2-c1ccc(F)cc1)c1ccccc1 (centres undefined)	nt	21.7	-12.5
O=C(CN1CCN(C(=O)Nc2ccc(F)cc2)CC1)N1CCCC1	nt	13.9	-7.7
CNC(=O)CN(C(=O)COc1cccc(F)c1)c1ccccc1C(=O)NC	-12.3	4.5	-5.2
COc1ccc(-c2coc3c(CN4CC5CC(C4)c4cccc(=O)n4C5)c(O)ccc3c2=O)cc1 (centres undefined)	-5.4	5.4	-2.3
Cc1ccc(C(=O)Nc2ccc(N3CCN(C(=O)NCCCc4ccccc4)CC3)nc2)cc1	-5.9	9.2	-2.6
COc1ccccc1NC(=O)c1cnn(-c2nc(C)cc(=O)[nH]2)c1C	nt	-3.2	-0.2
O=C1NC(=S)N/C1=C/c1cccc(Cl)c1	-5.9	3.0	-2.7
CCOC(=O)C1CCN(Cc2cc(Cl)c3ccccc3c2O)CC1	nt	4.8	-6.9
Fc1ccc(-c2nnn(CCCc3n[nH]c(Cc4ccccc4)n3)n2)cc1	-16.1	4.4	-4.1
CCOC(=O)c1c(NC(=O)COc2ccc(C(C)=O)cc2)sc(CC)c1C	-5.5	-0.4	0.3
COc1ccc(-c2nn(Cc3ccccc3)c(=O)c3nc(C)sc23)cc1OC	-8.2	-5.1	3.4
CC(C)C(C)N(Cc1ccco1)C(=O)CCn1cccc1 (centres undefined)	1.8	-10.4	-3.7
COC(=O)CSc1ccc2nnc(-c3cccs3)n2n1	-2.9	-1.3	-4.8
CCC(C(=O)Nc1c(-c2ccc(OC)cc2)nc2cc(C)ccn12)c1ccccc1 (centres undefined)	-6.2	-3.9	-7.0
CCn1c2ccccc2c2nnc(SCC(=O)N(C(C)C)C(C)C)nc21	-6.0	-4.4	0.2
O=c1c2cnc3nc(-c4ccncc4)nn3c2ccn1Cc1ccc(Cl)cc1	nt	2.0	-4.1
COc1ccc(C(=O)NCc2cccnc2N(C)C2CCCCC2)o1	nt	12.5	-7.2
O=C(c1ccc(F)cc1C(F)(F)F)N1CCN(c2nccc(-c3ccc4c(c3)OCO4)n2)CC1	1.4	-5.9	0.7
COc1cccc(C(=O)N(CC(=O)N2CCc3sccc3C2c2ccc(Cl)cc2Cl)CC2CCCO2)c1 (centres undefined)	-3.1	6.5	-1.9
COC(=O)C(C)CSCc1ccc(C#N)cc1 (centres undefined)	nt	-4.7	-13.3
COC(=O)c1ccc(CSc2nnc3ccc(-c4cccc([N+](=O)[O-])c4)nn23)o1	-6.6	-10.2	-4.6
CCOc1ccccc1CSc1n[nH]c(CC)n1	nt	-3.6	-5.6
Cc1cc(C)n(CCCC(=O)N2CC3(CCNCC3)CC2C(=O)O)n1 (centres undefined)	nt	-1.4	-10.9
CCOC(=O)N1CCN(C(=O)Cc2csc(NC(=O)CN(CCOC)C(=O)c3ccc(C)cc3)n2)CC1	-6.4	13.2	-9.7
CC(C)CCN(CCC(C)C)C(=O)CSc1nnnn1C	-9.1	11.9	-7.9
CCOCC(=O)NC(C)c1cc(C)ccc1C (centres undefined)	nt	0.9	-3.5
Cc1cccc(-c2ncc(-c3nccn3CCCc3nn[nH]n3)cn2)c1	nt	3.0	-6.2
CC1CCC2(CC1)OCC(C(=O)NCc1cccc(C(F)(F)F)c1)N2C(=O)c1ccccc1Cl (centres undefined)	-4.3	13.5	-5.3
COc1ccccc1-c1ccc2c(c1)C(C)(Cc1cccc(C(N)=O)c1)C(=O)N2 (centres undefined)	-2.2	0.3	-0.3
Cc1ccc(CSc2ncnc3c2nnn3-c2ccc(F)cc2)cc1	-6.2	10.0	-3.3
CC(c1ccccc1F)N(C)C(=O)NCc1ccc(NS(C)(=O)=O)cc1 (centres undefined)	nt	2.2	-3.0
CN(CC1CCCCO1)c1cnn(Cc2ccccc2)c(=O)c1 (centres undefined)	-0.2	0.2	6.3
CC1(C(=O)Nc2cccc(Oc3ccccc3)c2)CCN1Cc1ccoc1 (centres undefined)	nt	11.0	-5.0
Cc1c(C(=O)N(Cc2ccccc2F)C2CC2)oc2c1C(=O)CC(C)(C)C2	-12.7	-3.1	-3.9
CN(C)c1ccc(-c2nc(-c3ccccc3)nc(-c3ccccc3)n2)cc1	2.3	-9.5	3.3
COc1ccccc1C1(C(=O)N2CCN(C)CC2C)CC1 (centres undefined)	nt	3.4	-5.9
CN(C)C1CCCN(C(=O)c2csc(-c3cccs3)n2)CC1 (centres undefined)	nt	14.0	-3.2
CCn1nc(C)c(CCNc2cc(OC)ncn2)c1C	-15.0	2.9	-7.7
CN(C)c1nc(N)nc(CN(C)C(c2ccc(F)cc2)C2CC2)n1 (centres undefined)	nt	9.9	-7.1
O=C(Cn1cnc([N+](=O)[O-])n1)Nc1ccc2c(c1)OCO2	-7.8	-14.1	-6.3
CC1=NN(c2ccccc2)C(=O)/C1=C/c1ccc2c(c1)OCO2	-4.5	13.6	-3.0
CCCn1cc(C(=O)N2CCCC(O)(CO)C2)c(C)n1 (centres undefined)	-1.7	-1.6	-2.9
COc1ccc(C2C(C#N)C(=N)C(C#N)(C#N)C3=CCN(C(C)C)CC32)c(OC)c1 (centres undefined)	nt	17.4	-10.7
CCCS(=O)(=O)N1CCN(CCN2C(=O)CSC2c2ccc3c(c2)OCCO3)CC1 (centres undefined)	-2.7	16.4	-4.4
CCOc1ccccc1NC(=O)N(CC(=O)N(CCOC)Cc1cccn1C)C(C)C	-4.8	21.2	-8.3
CCOC(=O)C1(Cc2cccc(Cl)c2)CCCN(C(=O)Cn2cnnn2)C1 (centres undefined)	-5.9	-8.8	-4.6
CCCn1nc(C(=O)NCc2ccc(S(=O)(=O)N(CC)CC)cc2)c2ccccc2c1=O	-0.2	2.0	6.9
Cc1oc(-c2ccccc2)nc1-c1c(-c2ccccc2)ncn1CCO	nt	-0.1	-4.5
CCOCCn1c(=O)c2c(nc3n2CCN3c2cccc(C)c2)n(C)c1=O	-9.1	nt	-8.6
Cc1cccc(C)c1N(CC(=O)N(C)Cc1ccccc1)S(C)(=O)=O	nt	-3.8	-5.1
O=C(NCc1ccccc1Br)c1cncn1-c1ccc(-c2ccc(F)c(F)c2)cc1	-6.5	4.4	-5.4
O=c1c2nc(N3CCOCC3)sc2c(-c2ccco2)nn1CCc1ccccc1	-9.8	-2.0	-7.4
Cn1nc(CC(=O)N2CC(C(=O)N3CCOCC3)Oc3ccccc32)c2ccccc2c1=O (centres undefined)	nt	6.2	-1.7
(further entries)
SMILES	mcGAS lum	NPYLR7 ag	hcGAS inh
CCN(CC)C(=O)Oc1ccc2c(ccn2Cc2cc(F)ccc2Br)c1-c1ccc(C#N)cc1	-5.0	9.9	-1.3
CC(=O)N1CCC(N(CC(=O)Nc2ccc(Cl)cn2)Cc2ccc3c(c2)CCO3)CC1	-1.1	2.4	-0.1
CC(=O)Nc1c2c(nn1-c1ccc([N+](=O)[O-])cc1)CSC2	nt	-2.7	7.0
Cc1cc(NC(=O)CSCC(=O)N(Cc2cnn(C)c2)C(C)C)no1	nt	7.5	-6.6
NC(Cc1ccc([N+](=O)[O-])cc1)=NOC(=O)N1c2ccccc2Sc2ccccc21	-6.8	-6.5	0.1
CCc1cccc(NC(=O)Cn2cccc(-c3nc(-c4ccccc4)no3)c2=O)c1	-7.4	nt	-4.8
CN(CC1COc2ccccc2O1)C(=O)CN1C(=O)NC2(CCc3ccccc32)C1=O (centres undefined)	-4.9	4.1	-3.8
O=C(CCc1ccc(Cl)s1)NCc1nc(-c2ccccn2)no1	-16.3	-5.6	-9.4
NC(=O)c1c(NC(=O)c2cc3n(n2)C(C(F)(F)F)CC(c2ccco2)N3)sc2c1CCC2 (centres undefined)	nt	-0.8	-9.3
CCOc1ccc(-n2nnnc2-c2nc3ccccc3s2)cc1	-6.5	-4.3	-4.5

Four records drawn at random from the list so far, as already listed:
SMILES	mcGAS lum	NPYLR7 ag	hcGAS inh
Cc1cc(NC(=O)CSCC(=O)N(Cc2cnn(C)c2)C(C)C)no1	nt	7.5	-6.6
CCc1cccc(NC(=O)Cn2cccc(-c3nc(-c4ccccc4)no3)c2=O)c1	-7.4	nt	-4.8
CN(CC1COc2ccccc2O1)C(=O)CN1C(=O)NC2(CCc3ccccc32)C1=O (centres undefined)	-4.9	4.1	-3.8
CC(=O)Nc1c2c(nn1-c1ccc([N+](=O)[O-])cc1)CSC2	nt	-2.7	7.0

The listing continues.
SMILES	mcGAS lum	NPYLR7 ag	hcGAS inh
CNC(=O)CSc1nc(-c2ccccc2F)nc2c1c(=O)n(C)c(=O)n2C	-3.0	-5.2	-0.5
Cc1ccccc1COc1cccn2c(N(C)C(=O)CCC3CCCC3)c(C)nc12	-1.3	-5.3	1.0
CCCNC(=O)Cc1csc(SCC(=O)Nc2cccc(NC(C)=O)c2)n1	-4.9	nt	-4.2
COc1ccc(N2CCN(C(=O)CNc3cccc(OC(F)(F)F)c3)CC2)cc1	nt	3.4	-3.2
CCCC(CCC)C(=O)NCCn1ncc2c(NCC(C)C)nc(SC)nc21	-7.8	nt	-5.4
